# Screens as filed in PubChem BioAssay.
# SMN2 splice enh: increases expression of the SMN2 splice variant; AID 1458; HEK293 SMN2-luciferase splicing reporter, luminescence, 30-36 h; 210,000 tested, 2.8% active; Potency, µM (titrated, usually from 46.1 µM), without a hit: at the highest dose activity change, positive = activation, hits mostly activators; further: % of control where 0% means no effect; nearly all actives have a fitted effect of over 55% in size
#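 HEK293 cells carry an SMN2 […]–luciferase reporter in which exon 7 inclusion puts luciferase in frame. Cells were plated 10-12 h before compound addition, then incubated 30-36 h at 37C. ONE-Glo luminescence was read; sodium butyrate at 4.5 mM final served as control.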
# Tau fluor counter: counter-screen for tau fibril formation inhibitors; Potency, µM (highest dose often 57.7 µM), for inactives: top-dose activity change, negative = decrease; 280,000 tested, 0.93% active; tau K18 P301L Alexa594 fluorescence, heparin fibrillization; further: on the % scale 0 is the no-effect control and ±100 the full control effect; nearly all actives have a fitted effect of over 55% in size
#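 Human tau K18 P301L (15 uM unlabeled, 0.24 uM Alexa 594-labeled) in 100 mM sodium acetate pH 7 with 20 uM heparin, 6 hr at 37 C. ThT 30 uM added, 1 hr ambient; Alexa 594 FP and total fluorescence read at 555/632 nm.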
# Tau FP inhib: tau fibrillization inhibition (FP); P10636; K18 P301L tau heparin fibrillization, Alexa594 FP, 6 h; Potency, µM (series often up to 57.7 µM), for inactives: at the top dose activity, negative = inhibition, hits mostly inhibitors; 280,000 tested, 0.39% active; further: on the % scale 0 is the no-effect control and ±100 the full control effect; nearly all actives have a fitted effect of over 55% in size
# Target sequence (P10636 561-689 P618L limits assumed): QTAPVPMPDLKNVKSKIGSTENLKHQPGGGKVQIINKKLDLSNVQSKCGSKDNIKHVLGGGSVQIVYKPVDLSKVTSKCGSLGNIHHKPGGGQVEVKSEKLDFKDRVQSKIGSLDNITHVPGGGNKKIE
#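 Human K18 P301L fragment (15 uM unlabeled plus 0.24 uM Alexa 594-labeled) in 100 mM sodium acetate pH 7 with compound, aggregation induced by 20 uM heparin for 6 hr at 37 C. ThT (30 uM) added for 1 hr, then Alexa 594 FP read.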
# ALDH1A1 block: inhibitors of human aldehyde dehydrogenase 1A1; Potency, µM (titrated, usually from 75.3 µM), without a hit: at the highest dose activity, negative = inhibition, usual class: inhibitors; AID 1030; Purified ALDH1A1, NADH fluorescence, propionaldehyde substrate; 220,000 tested, 7.3% active; P00352; active means well fitted inhibition curve with a large enough effect, not every such curve was filed as active; inconclusive means small, poorly fitted or top-dose-only effect, or another doubt; inactive means no such curve, though single readings can be large or run the other way;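 further: plate controls were no enzyme wells and a reference inhibitor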
# Target sequence (P00352 whole entry, looked up): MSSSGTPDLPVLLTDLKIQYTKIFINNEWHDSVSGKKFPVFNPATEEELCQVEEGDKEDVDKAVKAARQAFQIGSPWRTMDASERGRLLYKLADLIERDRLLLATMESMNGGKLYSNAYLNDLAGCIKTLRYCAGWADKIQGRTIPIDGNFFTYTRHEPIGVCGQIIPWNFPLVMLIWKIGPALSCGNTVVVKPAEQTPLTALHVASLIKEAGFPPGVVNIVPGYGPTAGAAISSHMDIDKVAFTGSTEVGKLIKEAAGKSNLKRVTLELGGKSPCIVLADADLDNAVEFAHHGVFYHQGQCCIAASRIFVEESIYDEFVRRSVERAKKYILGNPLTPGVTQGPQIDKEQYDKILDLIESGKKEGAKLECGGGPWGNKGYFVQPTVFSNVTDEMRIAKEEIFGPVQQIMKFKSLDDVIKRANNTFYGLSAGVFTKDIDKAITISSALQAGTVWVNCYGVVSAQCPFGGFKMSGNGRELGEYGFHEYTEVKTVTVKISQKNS
# HTT ATP protect: Huntington cell model cytoprotection by ATP luminescence; PC12 HTT-Q103 induced, cytoprotection, ATP luminescence, 40 h; Potency, µM (series often up to 56.4 µM), for inactives: cytoprotection (ATP increase), usual class: activators; 230,000 tested, 0.14% active;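 further: % of control where 0% means no effect; nearly all actives have a fitted effect of over 45% in size; toxic huntingtin expression switched on by the ecdysone agonist tebufenozide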
#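 PC12 cells stably carrying ecdysone-inducible Htt exon 1 (Q103)–GFP were induced with 100 nM tebufenozide (final) alongside library compounds in a dose series. Cytoprotection was scored as retained ATP by ATPlite luminescence.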
# Tau fibril ThT: blocks human tau fibril formation measured by thioflavin T | P10636 | recombinant tau K18 P301L, heparin-induced fibrillization, ThT fluorescence | Potency, µM (doses to about 57.4 µM), for inactives: at the highest dose activity, negative = inhibition, hits mostly inhibitors | 270,000 tested, 2.1% active; further: on the % scale 0 is the no-effect control and ±100 the full control effect; nearly all actives have a fitted effect of over 55% in size
#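 Fibril formation assay: tau K18 P301L at 15 uM with trace Alexa 594 label, heparin inducer 20 uM, pH 7 sodium acetate buffer, 37 C for 6 hr; endpoint ThT signal.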
# KDM4E inh: JMJD2E (human) inhibition. AID 2147. Potency, µM (top dose mostly 57.1 µM), for inactives: top-dose activity change, negative = inhibition, hits mostly inhibitors. 230,000 tested, 1.6% active. B2RXH2. JMJD2E catalytic domain, FDH-coupled NADH fluorescence (FDH is formaldehyde dehydrogenase); active means well fitted inhibition curve with a large enough effect, not every such curve was filed as active; inconclusive means small, poorly fitted or top-dose-only effect, or another doubt; inactive means no such curve, though single readings can be large or run the other way;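 further: 0% = wells with enzyme and -100% = buffer wells without enzyme; nearly all actives have a fitted effect of over 50% in size; many of its hits are not listed in these tables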
# Target sequence (B2RXH2 1-337 limits assumed): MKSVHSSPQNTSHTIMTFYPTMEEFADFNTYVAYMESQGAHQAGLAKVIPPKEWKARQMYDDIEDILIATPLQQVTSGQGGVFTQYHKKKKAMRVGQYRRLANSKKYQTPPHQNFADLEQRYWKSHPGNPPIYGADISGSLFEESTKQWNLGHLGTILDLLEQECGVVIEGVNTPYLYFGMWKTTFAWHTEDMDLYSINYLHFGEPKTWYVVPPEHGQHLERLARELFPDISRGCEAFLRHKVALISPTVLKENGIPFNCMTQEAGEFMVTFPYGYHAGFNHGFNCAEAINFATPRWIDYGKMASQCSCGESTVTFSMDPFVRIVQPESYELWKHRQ
# HTT aggregate: reduces HttQ103-GFP aggregates in PC12 cells. 220,000 tested, 1.1% active. PC12 HttQ103-GFP aggregates, Acumen cytometry, 40 h. Potency, µM (doses to about 46.1 µM), for the others: at the top dose activity change, negative = inhibition, actives largely listed as inhibitors. AID 1688; further: on the % scale 0 is the no-effect control and ±100 the full control effect; nearly all actives have a fitted effect of over 60% in size
#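 Read-out: GFP aggregate count by laser scanning cytometer (488 nm excitation, 500-530 nm emission, 1–25 µm objects >6 SD above background). Cells: PC12, inducible HTTex1-Q103-GFP, 100 nM tebufenozide; compounds titrated.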
# * hit, by the source's call; ? = inconclusive; · = no result given; & = joins results of further samples; [ ] = another dose, or the depositor's remark. Unless noted, the call rests on the fitted dose curve; in most records, active means well fitted curve in the direction sought with a large enough effect; inconclusive means small, poorly fitted or top-dose-only effect, or another doubt; inactive means no such curve, though single readings can be large; an effect the other way counts as inactive or inconclusive. Potency means the concentration at half of the fitted maximal effect.
SMILES,SMN2 splice enh,Tau fluor counter,Tau FP inhib,ALDH1A1 block,HTT ATP protect,Tau fibril ThT,KDM4E inh,HTT aggregate
O=C(CC(NC(=O)c1ccccc1Cl)c1ccccc1)Nc1ccc2c(c1)OCO2 (stereo unspecified),-13.7%,-14.0%,-6.8%,-5.0%,-5.3%,-10.6%,-1.2%,-23.2%
CCC(C)[C@H](NC(=O)N1CCC(C)CC1)C(=O)O (stereo partly specified),·,-10.7%,-9.3%,·,10.0%[10 µM],-14.2%,0.0%,12.6%[9.22 µM]
CC(C)OC(=O)[C@@H]1CC[C@H](C)[C@@H](CCC[C@@H]2CC=C[C@H](CC#N)O2)O1,5.9%,-12.6%,-14.4%,9.1%,·,-5.6%,-2.7%,·
O=C(NCC1CCCO1)C1CCCN1C(=O)NC1CCCCC1 (stereo unspecified),10.4%,-7.2%,-1.3%,1.2%,-17.4%,-8.2%,0.9%,15.0%
CCCCNc1nc(=S)[nH]c2cc(OC)c(OC)cc12,23.7%,-9.1%,9.9%,?,6.1%,-6.6%,-1.1%,-14.5%
Oc1[nH]c2ccccc2c1C=Nc1ccc2c(c1)OCCO2,·,?,16.1%,?,-77.9%[inhibitor],11.2µM*,-4.6%,-1.5%
O=C(NCC1CCCO1)c1nn2cccnc2c1Cl (stereo unspecified),22.4µM*,1.4%,1.0%,-5.8%,-22.5%[0.074 µM],-10.2%,4.2%,5.8%
O=C(/C=C/c1cccc2ccccc12)c1ccncc1,-61.3%[inhibitor],-9.6%,9.5%,?,6.6%[10 µM],?,6.7%,-12.1%
COc1ccc(-c2cc(OC(=O)c3ccccc3Cl)c3c(C)oc(C)c3c(=O)c2)cc1OC,4.8%,-19.0%,-2.7%,·,·,?,·,·
Nc1nc(SCc2ccccc2Cl)[nH]c(=O)c1-c1ccccc1,-4.2%,-3.0%,-16.4%,-4.6%,-1.3%[1.9 µM],-15.1%,0.2%,0.4%
CCOCCCNC(=O)CCCn1nc(C)n2c(cc3sccc32)c1=O,-17.5%,-0.8%,4.5%,8.7%,-9.0%,4.3%,-7.0%,13.7%
Cc1ccc(Nc2nc(Cl)c(C=O)s2)cc1Cl,4.5%,?,2.4%,?,·,?,?,7.5%
COCCn1nnnc1C(c1ccccc1OC)N1CCN(c2ccccc2F)CC1 (stereo unspecified),-2.6%,-4.6%,0.5%,-14.8%,-8.3%[10 µM],-9.1%,-5.7%,18.8%
CC(C)(C)c1cc(-c2n[nH]c(=S)n2-c2ccccc2F)n[nH]1,·,-8.6%,-1.6%,·,3.2%[10 µM],-13.7%,-29.5%,25.1%[9.22 µM]
COC(=O)Cn1c(=O)c2c(n(Cc3ccccc3)c1=O)N/C(=C/c1ccc(Br)cc1)C2=O,·,?,9.1%,·,-9.6%[10 µM],15.8µM*,-2.9%,-20.6%[9.22 µM]
C=C(C)COc1ccc2c3c(c(=O)oc2c1OCC(=C)C)CCC3,-6.0%,-11.5%,-2.8%,?,-2.4%,-12.8%,?,?
CCOC(=O)c1c(NC(=O)c2cccs2)sc2c1CCC2,-10.3%,-10.0%,-5.5%,-2.2%,-15.0%,-8.6%,?,11.8%
CC1(C)C2CCC(C2)C1C/C=N/NC(N)=S (stereo unspecified),·,-14.7%,-6.9%,?,0.2%[10 µM],-12.3%,-11.5%,-10.1%[9.22 µM]
Cc1cccc(-n2c3nc(=O)n(C)c(=O)c-3cc3c(Cl)cccc32)c1C,-4.2%,3.5%,-1.9%,·,·,3.7%,·,·
O=C(C1CCN(S(=O)(=O)N2CCC3(CC2)OCCO3)CC1)N1CCC(Cc2ccccc2)CC1,-42.3%[inhibitor],-0.1%,-2.5%,?,-24.9%,?,-3.3%,-15.4%
CCOC(=O)N/N=C(\C)c1ccc(C)c([N+](=O)[O-])c1,?,5.1%,11.2%,-6.3%,5.4%[10 µM],9.4%,-8.5%,6.0%
COc1ccc(OCCC(=O)c2ccc(OC)cc2)cc1,·,-11.7%,-14.3%,·,14.1%[10 µM],?,-1.3%,18.6%[9.22 µM]
O=C(O)c1cccc(S(=O)(=O)N(Cc2ccccc2)c2ccccc2)c1,-1.1%,-5.2%,-11.1%,?,-7.4%,2.6%,4.1%,5.0%
Cc1nc2sc(C(c3ccco3)N3CC(C)OC(C)C3)c(O)n2n1 (stereo unspecified),-5.9%,-3.5%,-4.0%,?,-2.3%,-2.3%,-26.0%,?
CCn1c(=O)n(CC)c2cc([N+](=O)[O-])ccc21,18.2%,0.9%,-3.0%,-14.1%,-4.9%,-0.3%,4.0%,12.2%
CC(C)/C=C1\CCc2c([nH]c3ccccc23)C1=O,·,-12.0%,-0.8%,-8.9%,-30.7%[inhibitor],-19.4%,?,-6.7%
O=C1C2C3C=CC(C3)C2C(=O)N1CCN1CCN(Cc2ccc([N+](=O)[O-])cc2)CC1 (stereo unspecified),-25.5%,-2.9%,-5.8%,?,-1.7%,-4.3%,-1.0%,?
O=C(COC(=O)c1cnccn1)c1ccc(Cl)cc1,3.2%,-5.1%,-4.1%,0.2%,-3.2%,-2.2%,-5.3%,-14.5%
CC(C)(C)N(Cc1cc2ccccc2[nH]c1=O)C(=O)c1ccco1,-11.8%,-3.3%,4.9%,-4.2%,6.6%,-4.5%,-4.7%,0.6%
CCC(=O)OC1(C)C(=O)C=C2C=C(c3ccsc3)OC=C2C1=O (stereo unspecified),?,-19.7%&-13.9%,8.0%&-8.2%,?,-51.9%,?,-0.7%&-6.7%,12.0%[9.22 µM]
O=CN1CCc2scc[n+]2-c2ccccc21,6.3%,-12.3%,?,14.1µM*,0.2%[10 µM],?,?,29.2%
O=C1N(CN2CCN(c3cccc(Cl)c3)CC2)c2ccccc2C12OCCCO2,48.7%,0.9%,-7.2%,0.3%,-5.2%,2.9%,49.5%[activator],3.3%
CCCS(=O)(=O)N1CCCC(C(=O)N2CCOCC2)C1 (stereo unspecified),-3.2%,7.2%,-3.2%,5.1%,4.6%,8.6%,4.5%,11.7%
C=CC1=C2C=C(C3CC3)N(C(CO)CO)C=C2C(=O)C(C)(OC(=O)c2ccco2)C1=O (stereo unspecified),4.8%[9.22 µM],-5.1%[11.6 µM],-1.2%[11.6 µM],-4.4%[13.5 µM],-26.7%[10 µM],?,-11.7%[11.4 µM],·
CCc1cc2c(CN3CCN(CCO)CC3)cc(=O)oc2cc1O,5.1%,-13.4%,1.5%,?,12.8%[1.9 µM],-5.0%,0.6%,-21.0%
CCCCCCn1c(N2CCC(C(N)=O)CC2)nc2c1c(=O)n(C)c(=O)n2C,-1.4%,-1.5%,9.0%,-14.5%,-12.5%,0.6%,2.0%,3.6%
COc1ccc(C2C(C(=O)NCCCN3CCOCC3)c3ccccc3C(=O)N2c2ccc(OC)cc2)cc1 (stereo unspecified),9.1%,-4.5%,-3.4%,0.5%,-53.8%[inhibitor],-4.1%,-3.0%,0.2%
CCOC(=O)c1ccccc1NC(=O)c1ccc(F)cc1,-3.6%,-13.7%,-3.1%,5.8%,-16.5%,2.2%,?,-10.5%
COCCn1c(SCC(=O)Nc2cc(C(C)(C)C)nn2-c2ccccc2)nc2ccccc2c1=O,27.8%,9.4%,3.0%,13.5%,-12.4%[10 µM],8.9%,4.5%,3.3%
COc1ccc(CCNC(=O)CCCn2c(SCC(N)=O)nc3cc4c(cc3c2=O)OCO4)cc1OC,17.8%,6.7%&-5.6%,1.5%&-2.5%,-8.7%,-24.7%[10 µM],-14.2%&-15.3%,-0.2%,26.6%
COc1ccc(-n2c(=O)c3ccc(C(=O)NCc4ccc(C)cc4)cc3n(CC(=O)Nc3ccc(F)cc3)c2=O)cc1,-2.3%,-5.0%,?,·,·,8.4%,·,·
Cc1cc(C)nc(N/N=C/c2sccc2C)n1,?,4.2%,3.4%,-3.2%,6.9%[10 µM],-4.9%,-21.4%,?
CC(C)(Cc1ccc(O)cc1)NC(=O)CC(=O)N=Nc1c(O)[nH]c2ccc(Br)cc12,2.9%,-21.4%,7.1%,13.2%,-15.5%,?,-1.0%,19.6%
CCOC(=O)N1CCN(C(=O)COc2ccc(Br)cc2Cl)CC1,0.9%,-7.1%,-2.1%,?,16.4%,-4.8%,3.5%,-1.3%
COc1ccc(/C=N/NC(=O)CN(CCc2ccccc2)S(=O)(=O)c2ccc(NC(C)=O)cc2)cc1OC,-4.0%[1.84 µM],?,?,?,12.3%[10 µM],-6.9%,-10.8%,8.8%
Cc1cc(C(=O)NCC2COc3ccccc3O2)c2ccccc2n1 (stereo unspecified),4.6%,-9.4%,-1.9%,-4.5%,-11.2%[10 µM],-7.5%,-2.6%,-17.1%
CCCNS(=O)(=O)c1ccc(CCC(=O)N2CCOCC2)cc1,-16.9%,-1.7%,-2.9%,-14.5%,3.2%,-7.9%,0.7%,13.1%
Cc1ccc(SCC(=O)c2cc(C)c(OC(=S)N(C)C)c(C)c2)cc1,-56.3%[inhibitor],-21.1%,0.2%,?,0.4%,-12.5%,-5.1%,6.7%[9.22 µM]
COc1cc2[nH]c(=O)n(CCC(=O)NC3CCN(Cc4ccccc4)CC3)c(=O)c2cc1OC,3.4%,3.1%,-0.9%,5.2%,6.6%,2.4%,?,?
CCOCCCNC(=S)N(Cc1ccco1)Cc1cc2cc3c(cc2[nH]c1=O)OCCO3,·,-17.5%,-3.5%,?,-9.6%[10 µM],-14.8%,?,-9.8%[9.22 µM]
S=C(NCCCN1CCOCC1)Nc1ccc(Cl)cc1,19.0%,-6.9%,-7.5%,-2.7%,·,-3.3%,7.3%,8.4%
COc1ccc(CN=C(C)c2c(C(F)(F)F)[nH]n(-c3nc4ccccc4s3)c2=O)cc1,-22.3%,-15.5%,1.5%,10.3%,-57.2%[inhibitor],-0.8%,3.1%,-14.6%

# Fetched by structure from above (2):
SMILES,SMN2 splice enh,Tau fluor counter,Tau FP inhib,ALDH1A1 block,HTT ATP protect,Tau fibril ThT,KDM4E inh,HTT aggregate
S=C(NCCCN1CCOCC1)Nc1ccc(Cl)cc1,19.0%,-6.9%,-7.5%,-2.7%,·,-3.3%,7.3%,8.4%
Cc1cc(C(=O)NCC2COc3ccccc3O2)c2ccccc2n1 (stereo unspecified),4.6%,-9.4%,-1.9%,-4.5%,-11.2%[10 µM],-7.5%,-2.6%,-17.1%

# Not all compounds are listed; the hit share may differ from the screen's.
